# TbPYK inhibitor: qHTS of Trypanosoma Brucei Inhibitors | TbPYK enzyme, Kinase-Glo Plus ATP luminescence, 45 min | Potency, µM (titrated, usually from 76.8 µM), for inactives: top-dose activity, negative = inhibition, most hits filed as inhibitors | actives 0.12% (n = 410,000); also: potency is read from the fitted curve at half-maximal effect; % is scaled to controls: 0 for no effect and ±100 for the full control effect; nearly all actives have a fitted effect of over 50% in size
#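 Luminescence from Kinase-Glo Plus, added after a 45-minute room-temperature reaction, served as the end-point read-out. The enzyme and substrate were preincubated with compound before ADP (130 uM final) initiated turnover. Concentration-effect curves came from normalized qHTS data.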
# LmPK inh: qHTS Assay for Inhibitors of Leishmania Mexicana Pyruvate Kinase (LmPK). Potency, µM (doses to about 57.5 µM), inactives show top-dose activity change, negative = inhibition, most hits filed as inhibitors. AID 1721, 2009. Q27686. actives 0.37% (n = 290,000). purified LmPK, Kinase-Glo ATP luminescence, 1 h; also: potency is read from the fitted curve at half-maximal effect; % is scaled to controls: 0 for no effect and ±100 for the full control effect
# Target sequence (Q27686 whole entry, looked up): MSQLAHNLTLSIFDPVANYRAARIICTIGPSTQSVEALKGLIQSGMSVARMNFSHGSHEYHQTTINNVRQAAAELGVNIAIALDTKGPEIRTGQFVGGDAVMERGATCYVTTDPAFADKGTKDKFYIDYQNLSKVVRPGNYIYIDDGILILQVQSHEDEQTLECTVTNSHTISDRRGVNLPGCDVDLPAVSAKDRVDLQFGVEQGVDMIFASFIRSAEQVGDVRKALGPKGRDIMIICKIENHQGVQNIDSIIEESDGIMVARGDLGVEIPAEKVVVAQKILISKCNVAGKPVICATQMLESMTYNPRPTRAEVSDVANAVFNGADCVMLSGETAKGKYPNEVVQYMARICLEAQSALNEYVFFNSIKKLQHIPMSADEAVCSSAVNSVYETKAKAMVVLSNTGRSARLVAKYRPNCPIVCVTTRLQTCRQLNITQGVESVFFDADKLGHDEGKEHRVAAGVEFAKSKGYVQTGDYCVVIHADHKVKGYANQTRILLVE
#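 0.1 nM LmPK, 0.5 mM PEP, 0.1 mM ADP; 50 mM imidazole pH 7.2, 7 mM MgCl2, 50 mM KCl; 1 h RT. Kinase-Glo luminescence readout, normalized to no-enzyme (full inhibition) and uninhibited wells.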
# Pf growth 96h: Primary qHTS for delayed death inhibitors of the malarial parasite plastid, 96 hour incubation. Potency, µM (doses to about 28.7 µM), for inactives: top-dose activity change, negative = inhibition, actives largely listed as inhibitors. actives 6.9% (n = 320,000). P. falciparum luciferase reporter growth, 96 h; also: potency is read from the fitted curve at half-maximal effect; % is scaled to controls: 0 for no effect and ±100 for the full control effect
#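 Parasite growth measured via integrated firefly luciferase reporter in P. falciparum. Infected erythrocytes at 2% hematocrit, 0.05% parasitemia final were treated 96 hours at 37 C under 5% CO2, and luminescence was read.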
# Pf growth 48h: Primary qHTS for delayed death inhibitors of the malarial parasite plastid, 48 hour incubation; P. falciparum luciferase growth in erythrocytes, 48 h; Potency, µM (top dose mostly 28.7 µM), inactives show at the top dose activity change, negative = inhibition, most hits filed as inhibitors; AID 504832, 2011; actives 5.9% (n = 310,000); also: potency is read from the fitted curve at half-maximal effect; % is scaled to controls: 0 for no effect and ±100 for the full control effect
#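 Here the parasites carry a stable luciferase gene and grow inside erythrocytes in Albumax-based RPMI medium with compound for one erythrocytic cycle. Activity is scored as loss of luminescent signal.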
# Shiga toxin inh: A qHTS for Small Molecule Inhibitors of Shiga Toxin; Vero cells, Shiga toxin protein synthesis inhibition reporter; actives 9.2% (n = 290,000); inhibition, % at 38.7 µM; in the data active = inhibition mostly above about 28%, no sharp cut-off; inactive = mostly below about 43%; also: 0% is about no effect
# Cycloheximide cs: Cycloheximide Counterscreen for Small Molecule Inhibitors of Shiga Toxin; cell reporter, cycloheximide protein synthesis inhibition counterscreen; max response, %; actives 12% (n = 300,000); in the data active = max response mostly above about 13%, no sharp cut-off; inactive = mostly below about 14%; also: read at 38.3 µM for the half of the compounds with a filed dose; 0% is about no effect
# AMA1 RON2 block: qHTS for Inhibitors of AMA1-RON; Towards Development of Antimalarial Drug Lead: Primary Screen | AlphaScreen AMA1-biotinylated RON2 peptide binding | Potency, µM (top dose mostly 58.2 µM), inactives show at the highest dose activity change, negative = inhibition, most hits filed as inhibitors | actives 0.2% (n = 360,000) | AID 720542, 2013;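 also: potency is read from the fitted curve at half-maximal effect; 0% = vehicle wells and -100% = peptide control; nearly all actives have a fitted effect of over 45% in size; some results filed as inactive show a strong effect at the top dose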
#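 AMA1 (3D7) with his tag at 25 nM final met compounds first, then biotinylated RON2 peptide at 25 nM; detection used donor plus acceptor beads, 10 µg/mL apiece, read by AlphaScreen after 30 min at room temperature.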
# * = called active by the depositor; ? = inconclusive; . = not tested or not shown; & = joins results of further samples; [ ] = another dose, or the depositor's remark. Unless noted, calls follow the shape of the dose curve; as a rule, active = well fitted curve in the direction sought with a large enough effect; inconclusive = small, poorly fitted or top-dose-only effect, or another doubt; inactive = no such curve, though single readings can be large; an effect the other way counts as inactive or inconclusive.
No.	smiles	TbPYK inhibitor	LmPK inh	Pf growth 96h	Pf growth 48h	Shiga toxin inh	Cycloheximide cs	AMA1 RON2 block
1	CCN(CC)C(=O)Cn1nc(C)c2ccccc2c1=O	-13%	-2%	.	.	-2	-5	9%
2	CCc1nnc(NS(=O)(=O)c2ccc(NC(=S)Nc3ccc(F)cc3)cc2)s1	1%	2%	13%	13%	-21	-4	-16%
3	O=C(CNC(=O)c1ccc(Cl)c([N+](=O)[O-])c1)NCC1CCCO1 (configuration not stated)	-1%	-2%	6%	3%	30	-2	1%
4	Cc1n[nH]c(=S)n1/N=C/c1c(O)ccc2ccccc12	?	4%	-12%	20%	9	4	81%[activator]
5	CCN(CC(=O)NCC(=O)Nc1cccc(C)c1C)Cc1ccccc1	-6%	-3%	-12%	-14%	-9	-1	37%[activator]
6	CCCN(CC(=O)Nc1ccccc1OC)C(=O)c1ccc(COc2ccccc2)o1	-5%	.	?	15µM*	.	.	-2%
7	C/C(=N\NC(=O)C1CC1c1ccccc1)c1cccs1 (configuration not stated)	2%	1%	-1%	-22%	-14	-2	19%
8	O=C(OC1CCOC1=O)c1ccc(S(=O)(=O)N2CCCCCC2)cc1 (configuration not stated)	3%	-2%	10%	13%	9	-3	-1%
9	CC(C)N1CCN(Cc2cccc3nonc23)CC1CCO (configuration not stated)	5%	1%	?	13%	-3	1	6%
10	Cc1cc2oc(C(=O)Nc3nonc3C)c(C)c2cc1Cl	8%	-2%	8.3µM*	75%[activator]	1	8	9%
11	CC(=O)/C(=N\Nc1ccc(Cl)cc1Cl)Sc1cccc2cccnc12	-6%	3%	-21%	3%	21	19*	-27%
12	Cc1cc(=O)[nH]c(SCC(=O)NC2CCCCC2)n1	3%	-4%	17%	?	2	-3	0%
13	Clc1ccc2nc(C3CCN(Cc4nnnn4C4CCCCC4)CC3)[nH]c2c1	-4%	1%	-23%	12µM*	10	1	-2%
14	COc1cccc(/C=N/n2c(C)nc3ccccc3c2=O)c1O	-15%	1%	36%[activator]	.	4	1	111%[activator]
15	CCOC(=O)C1CCN(C(=O)c2sc3nc(-c4ccccc4)cn3c2C)CC1	3%	1%	.	.	-4	-2	-9%
16	Cc1cc(=O)oc2cc(OCC3CC(c4ccccc4Cl)=NO3)ccc12 (configuration not stated)	3%	-1%	.	18%	-25	14	1%
17	O=C(CNC(=O)N1CC(=O)Nc2ccccc21)Nc1ccccc1	-6%	-7%	-20%	15%	1	11	-1%
18	CCCCN(Cc1ccco1)S(=O)(=O)c1csc(C(N)=O)c1	3%	9%	9.3µM*	16%	-4	0	-7%
19	O=C(OCC(=O)N1CCCc2ccccc21)c1cc(S(=O)(=O)N2CCOCC2)ccc1Cl	-4%	.	18%	3%	.	.	-8%
20	COc1cccc(C(=O)C2CCCN(C(=O)CCc3scnc3C)C2)c1 (configuration not stated)	1%	1%	?	-16%	9	22*	-5%
21	COc1cccc(S(=O)(=O)Nc2ccc3c(c2)OCCO3)c1	-3%	1%	67%[activator]	48%[activator]	52*	37*	-2%
22	CN(CC(=O)Nc1ccc(F)cc1)C(=O)c1ccncc1	6%	-7%	?	-6%	-5	7	68%[activator]
23	CNC(=S)N1CCN(CCN=Cc2c(O)n(-c3ccc(C)cc3)c(=S)[nH]c2=O)CC1	-7%	3%	11%	-2%[0.00184 µM]	-12	-4	55%[activator]
24	Cc1cccc(N2CCN(c3ccc4cc(S(=O)(=O)N5CCCCC5)ccc4n3)CC2)c1C	0%	-9%	?	12µM*	-3	0	-10%
25	CCCCn1c(N)c(N(CC(C)C)C(=O)c2cccc(S(=O)(=O)N(C)c3ccccc3)c2)c(=O)[nH]c1=O	-5%	.	?	?	.	.	10%
26	COc1ccc(CC(=O)OCC(=O)NCCNC(=O)COC(=O)Cc2ccc(OC)cc2)cc1	-4%	.	25%	-24%	.	.	0%
27	Cc1[nH]n(-c2ccc(Cl)cc2)c(=O)c1C(=O)c1ccccc1	-15%	4%	?	0%	8	2	0%
28	CC(C)CCOP(N)(=O)Oc1ccccc1Cl (configuration not stated)	0%	4%	-55%	?	-6	-1	12%
29	CN(CC(=O)Nc1ccccc1Cl)C(=O)CCSc1ccc(F)cc1	2%	.	?	?	.	.	-1%
30	O=C(COc1ccccc1Cl)Nc1ccc2oc(=O)ccc2c1	6%	-1%	0%	29%	31	12	-10%
31	COc1ccc(C(CC(=O)N2CCCC2)c2c(OC)cc(OC)c3ccc(=O)oc23)cc1 (configuration not stated)	3%	0%	?	?	-12&-6	-3&-2	11%
32	COc1cc(N=Nc2ccccc2C(=O)O)ccc1O	-8%	-9%	?	?	14	5	-6%
33	O=C(NCCCc1ccccc1)c1ccc([N+](=O)[O-])cc1Cl	-5%	-13%	173%[activator]	128%[activator]	29*	29*	2%
34	O=C(NC1CCCCCC1)C1C2C=CC3(CN(Cc4cccnc4)C(=O)C13)O2 (configuration not stated)	-1%	7%	33%[activator]	.	20	-3	-4%
35	COc1ccc(NC(=O)c2ccccc2SC)cc1OC	-13%	-4%	-28%	.	-5	8	-3%
36	CCCNS(=O)(=O)c1ccc(CCC(=O)N2CCN(c3ccc(F)cc3)CC2)cc1	-11%	2%	42%[activator]	1%	-17	-6	-6%
37	CCOC(=O)N1CCN(C(=O)C2CCN(Cc3ccc(OC)cc3OC)CC2)CC1	-4%	-4%	-13%	8%	8	3	?
38	CCCn1c2ccc(/C(C)=N\O)cc2c2cc(/C(C)=N/O)ccc21	3%	3%	3%	?	8	-2	8%
39	CC(C)(NO)/C(=N/O)c1ccc(Br)cc1	-3%	1%	.	?	28	11	15%
40	O=C(NC(=S)N(Cc1ccccc1)Cc1ccccc1)c1ccccc1F	-3%	-2%	20%	-4%	17	-2	-4%
41	O=C(NCCCN1CCOCC1)c1cc2ccccc2oc1=O	.	-3%	?	14%	25	7	4%
42	COc1ccc(C(=O)NCCCNC(=O)c2ccccn2)cc1Br	-5%	-2%	-3%	6%	-12	-2	65%[activator]
43	COc1cc2c(cc1OC)C(c1ccccc1)N(C(=O)c1ccco1)CC2 (configuration not stated)	-6%	9%	122%[activator]	.	38	11	-12%
44	C[C@H](NC(=O)c1[nH]cnc1C(=O)Nc1ccccc1)c1ccccc1	6%	.	?	?	.	.	129%[activator]
45	CC(C)c1nc(N2CCOCC2)c(C#N)c2c1CCCC2	-3%	-1%	.	-23%	-10	-4	-1%
46	CSc1ccccc1C(=O)NCc1ccc(F)cc1	0%	1%	?	-6%	-18	-1	5%
47	CCc1cc(C(c2ccccc2OC)N2CCOCC2)c(NC(=O)c2ccccc2)s1 (configuration not stated)	-8%	2%	?	?	33	13	?
48	O=C(Nc1ccccc1)N1CCC(C(=O)N2CCN(c3ccccc3F)CC2)CC1	-5%	4%	?	8%	-4	-2	13%
49	CCOC(=O)c1ccc(NC(=O)CC2NCCNC2=O)cc1 (configuration not stated)	-2%&-1%	2%	30%	35%[activator]	12	8	-13%
50	O=C(CN1C(=O)/C(=C/c2cccc(Cl)c2)SC1=S)NC1C=CS(=O)(=O)C1 (configuration not stated)	-14%	2%	42%[activator]	61%[activator]	2	2	23%
51	Cc1ccc(-n2c(=S)sc3c(=O)n(-c4ccccc4F)c(SCC(=O)O)nc32)cc1C	0%	0%	17%	-22%	-10	-3	6%
52	CC/C(=N\NC(=O)c1ccoc1C)c1ccc(C)o1	-5%	-6%	25%	156%[activator]	149*	82*	5%
53	CN1C(=O)C(O)(CC(=O)c2ccc3c(c2)OCO3)c2ccccc21 (configuration not stated)	-4%	-5%	26%	9%	-2	-1	-1%
54	Cc1cc(C)cc(NC(=O)Nc2ccc3ccccc3n2)c1	1%	-3%	34%[activator]	18%	10	-2	11%
55	CCCCOc1ccccc1C1NC(=O)NC(C)=C1C(=O)OCc1ccco1 (configuration not stated)	-11%	0%	?	9.3µM*	9	5	-1%
56	COc1cc(OC)c(NC(C)C(=O)N2CCCC2)cc1Cl (configuration not stated)	-12%	2%	-4%	-14%	7	2	-17%
57	CCOc1ccc(S(=O)(=O)N2CCN(Cc3ccccc3)CC2)cc1	-22%	3%	-88%	-8%	35	1	-24%
58	COC(=O)c1ccccc1NC(=O)CN1CCN(C23CC4CC(CC(C4)C2)C3)CC1	-12%	1%	?	?	-11	2	?
59	COCCCNC(=O)c1nc2c(nnn2Cc2cc(C)ccc2C)c(=O)[nH]1	-4%	3%	?	-20%	2	8	14%
60	O=C(CNCCC1=CCCCC1)Nc1ccc(N2CCCCCC2)cc1	-9%	-1%	-20%	?	21	16*	35µM*

# More compounds
No.	smiles	TbPYK inhibitor	LmPK inh	Pf growth 96h	Pf growth 48h	Shiga toxin inh	Cycloheximide cs	AMA1 RON2 block
61	CCOC(=O)N1CCC2(CC1)NCCc1c2[nH]c2ccccc12	0%	-3%	14%	?	3	-3	-2%
62	COc1ccccc1NC(=O)c1ccccc1NC(=O)c1cccs1	-4%	1%	?	2%	22	1	13%
63	CC(Nc1nc(N2CCCCC2)nc2ccccc12)c1ccccc1 (configuration not stated)	.	11%	?	.	-4	3	4%
64	CCN(CC)c1ccc(/C=N/Nc2nn[nH]n2)cc1	0%	0%	1%	-2%	26	7	70%[activator]
65	O=C(Nc1ccc(Cl)c(Cl)c1)OCc1cncs1	4%	5%	78%[activator]	.	42*	39*	14%
66	Cn1cc(C(=O)N/N=C/C2=C(N3CCOCC3)C(=C\c3ccccc3)/CC2)ccc1=O	2%	-2%	?	14%	35	-2	4%
67	CCN(CC)c1ccc(S(=O)(=O)N(CC)CC)cc1NC(=O)C1CCCC1	-2%	2%	?	15µM*	7	1	8%
68	O=C(CCn1cncn1)N1CCN(S(=O)(=O)c2ccc(Cl)cc2)CC1	0%	1%	37%	0%	-3	-5	-5%
69	Cc1cc(C)cc(NC(=O)C2CCN(S(C)(=O)=O)CC2)c1	-16%	2%	?	-4%	.	-2	2%
70	CCn1c(COc2cccc(C)c2C)nnc1SCC(=O)Nc1cc(C)on1	2%	6%	-6%	2%	18	-2	2%
71	CN(Cc1ccc(F)cc1)C(=O)CNC(=O)C1CCCCC1	-11%	-8%	9%	18%	-26	3	23%
72	CCOc1ccccc1OCCC(=O)Nc1ccc(F)c(Cl)c1	33%	-2%	?	-25%	40	-3	-10%[11.6 µM]
73	CCC/C(=N\NC(=O)c1ccccc1C)c1ccccc1	-7%	0%	19%	-4%	1	9	63%[activator]

# From PubChem
